# Calpain2 inh = inhibitors of pig calpain II. inhibition, % at 16 µM. purified calpain II, fluorogenic peptide substrate, 30 min. 220,000 tested, 0.37% active;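 active = inhibition above about 50%, limit read from the data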
# L929 necroptosis = blocks zVAD induced death of L929 cells; viability rescue, % at 10 µM; L929 zVAD necroptosis rescue, ATP luminescence, 24 h; with zVAD 60 µM; 220,000 tested, 0.38% active;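 active = activation, scaled between plate controls, above about 75%, limit read from the data; inactive = activation under that limit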;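 also: 0% = zVAD with DMSO and 100% = DMSO alone without zVAD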
# EBV gp42 inh = blocks Epstein-Barr virus glycoprotein 42 binding | Fluorescence polarization binding assay, mP read-out | inhibition, % (tested at 21.74 µM) | 220,000 tested, 0.42% active | AID 1085; in the data active = inhibition above about 50%
# TNF death inh = TNF-alpha cell death inhibition in Jurkat FADD-/- cells. activation (protection from cell death), % at 10 µM. Jurkat FADD-/- TNF necroptosis rescue, ATP luminescence, 24 h; 0 = TNF only, 100 = no-TNF cells. 220,000 tested, 0.068% active;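 active = activation, meaning protection from cell death, of at least 50% relative to plate controls; inactive = activation below 50%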;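 also: necroptosis triggered by 40 ng/mL TNF-alpha added together with compound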
# eIF4E 4G PPI = eIF4E/eIF4G interaction inhibition in translation initiation | P63073+Q04637 | TR-FRET eIF4E-eIF4GI(517-606) binding, 2 h | inhibition, % at 21.7 µM | 220,000 tested, 0.37% active | AID 782;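 active = inhibition above about 30%, limit read from the data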;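 also: 0% = full FRET control wells and 100% = background wells lacking eIF4GI fragment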
# Target sequence (P63073 whole entry, looked up, the tested form may be a part): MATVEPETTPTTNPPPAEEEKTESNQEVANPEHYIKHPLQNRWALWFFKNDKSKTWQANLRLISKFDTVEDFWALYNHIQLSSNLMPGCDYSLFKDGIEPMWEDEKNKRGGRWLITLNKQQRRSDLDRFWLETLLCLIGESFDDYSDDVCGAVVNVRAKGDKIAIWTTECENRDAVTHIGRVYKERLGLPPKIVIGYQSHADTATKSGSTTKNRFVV
# Target sequence (Q04637 whole entry, looked up, the tested form may be a part): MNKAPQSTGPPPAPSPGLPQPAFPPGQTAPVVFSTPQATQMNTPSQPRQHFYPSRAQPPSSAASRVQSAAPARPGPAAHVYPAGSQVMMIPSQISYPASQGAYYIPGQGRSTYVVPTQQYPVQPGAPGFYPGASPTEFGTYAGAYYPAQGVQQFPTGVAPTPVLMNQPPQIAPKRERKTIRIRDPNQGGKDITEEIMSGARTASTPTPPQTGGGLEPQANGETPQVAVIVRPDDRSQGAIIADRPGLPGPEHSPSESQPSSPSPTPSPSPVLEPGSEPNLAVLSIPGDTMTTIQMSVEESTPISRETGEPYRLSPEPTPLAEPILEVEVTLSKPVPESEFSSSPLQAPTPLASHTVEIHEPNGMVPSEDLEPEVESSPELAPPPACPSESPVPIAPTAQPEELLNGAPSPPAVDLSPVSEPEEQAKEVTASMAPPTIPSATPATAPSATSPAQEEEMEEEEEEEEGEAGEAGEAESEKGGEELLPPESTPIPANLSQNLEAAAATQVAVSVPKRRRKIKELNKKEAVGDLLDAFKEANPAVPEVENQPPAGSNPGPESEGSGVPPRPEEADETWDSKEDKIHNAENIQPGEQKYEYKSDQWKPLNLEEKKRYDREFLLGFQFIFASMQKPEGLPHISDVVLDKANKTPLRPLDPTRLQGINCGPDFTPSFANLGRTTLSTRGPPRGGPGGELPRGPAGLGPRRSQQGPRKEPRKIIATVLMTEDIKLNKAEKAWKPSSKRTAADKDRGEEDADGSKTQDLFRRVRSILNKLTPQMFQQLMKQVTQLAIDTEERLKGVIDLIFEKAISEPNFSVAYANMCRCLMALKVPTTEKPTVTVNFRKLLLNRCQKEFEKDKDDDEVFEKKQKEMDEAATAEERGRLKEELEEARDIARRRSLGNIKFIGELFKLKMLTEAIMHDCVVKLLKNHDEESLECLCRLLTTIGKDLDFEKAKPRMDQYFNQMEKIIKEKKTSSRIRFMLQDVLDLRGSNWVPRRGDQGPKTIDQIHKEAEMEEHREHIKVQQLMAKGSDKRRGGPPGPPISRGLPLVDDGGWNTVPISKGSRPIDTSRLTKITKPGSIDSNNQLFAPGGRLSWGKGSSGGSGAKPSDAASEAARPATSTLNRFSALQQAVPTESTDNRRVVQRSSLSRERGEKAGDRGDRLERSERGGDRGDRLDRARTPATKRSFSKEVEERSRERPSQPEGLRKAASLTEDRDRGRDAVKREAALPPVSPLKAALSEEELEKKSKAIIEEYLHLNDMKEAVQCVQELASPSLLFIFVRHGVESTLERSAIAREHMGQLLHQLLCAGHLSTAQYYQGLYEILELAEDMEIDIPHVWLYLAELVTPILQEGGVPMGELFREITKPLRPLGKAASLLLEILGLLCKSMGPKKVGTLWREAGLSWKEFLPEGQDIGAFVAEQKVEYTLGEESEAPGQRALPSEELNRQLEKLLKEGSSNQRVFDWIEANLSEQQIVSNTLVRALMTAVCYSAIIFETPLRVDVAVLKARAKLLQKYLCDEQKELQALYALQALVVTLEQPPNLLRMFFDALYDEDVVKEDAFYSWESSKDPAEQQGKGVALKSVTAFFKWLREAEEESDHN
# Rad51 HR inh = Rad51 (human) homologous recombination inhibition. hRad51 DNA strand exchange, fluorescence dequenching. Q06609. inhibition, % at 10 µM. 200,000 tested, 0.085% active;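 active = inhibition above 40% at the single screening dose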;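 also: 0% = DMSO control wells and 100% = blanks with heterologous ssDNA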
#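 Test system: preformed human Rad51 ssDNA filaments; also added: Donor/quencher-labelled 47-bp dsDNA substrate; doses: 10 µM final, single point; times: 37 °C 15-min filament assembly, 30-min compound preincubation, 15-min exchange; detection: FRET fluorescence dequenching, excitation 485 nm, emission 520 nm; read-out basis: Fluorescence-based percent inhibition, control- and blank-normalised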
# KCC2 mod = modulates chloride dependent transport by human KCC2; 190,000 tested, 2.2% active; B-score of Tl+ flux slope (higher = more flux/activation; lower = inhibition) at 10 µM; KCC2 cells, thallium flux FluoZin-2 fluorescence; Q9H2X9;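 active = thallium flux slope and its plate-corrected score both differing from the plate sample mean at a set confidence after two filtering rounds, in either direction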;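 also: slope of fluorescence scaled to starting intensity during 10 to 20 s after thallium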
# MDM2 E3 inh = Mdm2 E3 ligase (human) inhibition; cell-based MDM2 ubiquitination luciferase reporter, 2 h; 0 = plate control, 100 = twice control, blank-subtracted; AID 1230; signal enhancement, % at 5 µM; 210,000 tested, 0.11% active; Q00987;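 active = signal enhancement of 30% or more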;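 also: luminescence tracks abundance of the self-degrading MDM2-luciferase fusion protein; higher signal means inhibition of MDM2 E3 ligase activity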
#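 Test system: stable mammalian line carrying autodegrading MDM2–luciferase fusion reporter; quantity: 2000 cells in each well; times: 4 h cell settling then 2 h compound exposure, 37 °C; detection: luminescence with SteadyLite reagent, 15 min at room temperature; evaluation: percent signal gain over controls, blank-subtracted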
# PERK inh = inhibitors of human PERK kinase. inhibition, % at 5.6 µM. 220,000 tested, 0.17% active. Q9NZJ5. AID 1416. CHO PERK-DD fusion, SEAP luminescence translation reporter;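 active = inhibition above the mean inhibition of all tested compounds plus 3 SD, set separately per screening campaign, cut at about 2.9% in these data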;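 also: PERK kinase domain activated by AP20187 dimerizer at 100 nM; 0% = DMSO with dimerizer and 100% = rapamycin at 8.4 µM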
# * = called active by the depositor; · = no result given; [ ] = another dose, or the depositor's remark.
# Values run as follows: Calpain2 inh	L929 necroptosis	EBV gp42 inh	TNF death inh	eIF4E 4G PPI	Rad51 HR inh	KCC2 mod	MDM2 E3 inh	PERK inh
> Fc1ccc(Oc2cc(N3CCOCC3)nc(-c3ccccc3)n2)c(F)c1
    11.8	1.6	0.0	-2.2	-8.3	9.5	1.14	-9.6	0.8
> COC(=O)c1sccc1NC(=O)c1ccc(C)s1
    16.2	0.6	1.1	-1.7	3.5	-2.8	-1.29	0.7	0.7
> O=C1CCN1C1(C(=O)NC2CCCCC2)CCCC1
    -5.9	1.0	-1.3	2.4	6.7[fluorescence artefact?]	2.8	1.1	-2.7	0.5
> Nc1cccc2c1C(=O)N(C(=O)c1ccco1)C2=O
    -328.2	1.4	8.1	-1.1	0.1	1.4	-0.881	-8.2	0.6
> CCOC(=O)C1CCCN(c2c(N3CCN(C)CC3)c(=O)c2=O)C1 (stereo unspecified)
    20.4	0.9	-1.5	0.5	-2.0	9.8	0.0928	-2.9	1.2
> Cn1c(=O)c2c(ncn2CCNC2=NCCCCC2)n(C)c1=O
    4.4	0.1	1.8	-1.0	-8.9	3.8	0.0142	-25.9	1.5
> Cc1ccc(C(=O)OCC(=O)c2c[nH]c3ccccc23)cc1S(=O)(=O)N1CCCCC1
    14.8	0.9	-10.4	3.1	3.1[fluorescence artefact?]	23.6	-0.784	-19.4	-1.5
> CC(C)c1ccc(CNC(=O)C(=O)NCC2CCCO2)cc1 (stereo unspecified)
    -25.1	3.0	-9.7	1.2	0.8	0.3	0.0101	19.0	1.3
> COCc1c(N)c(C)nc(Cl)c1C#N
    -93.2	6.1	18.1	1.9	33.5*	15.5	0.448	-19.7	0.6
> CCOc1ccc2c(c1)-c1c(ssc1=S)C(C)(C)N2C(=O)c1ccco1
    21.0	·	-1.1	-8.6	0.2	·	-1.21	-7.9	-0.8
> O=C(O)C1CCN(S(=O)(=O)c2ccc(Oc3ccccc3)cc2)CC1
    -8.4	0.1	-3.0	-1.0	4.5	0.3	·	13.8	1.0
> CSc1nc(SCCN(C)C)c2c3c(sc2n1)COC(C)(C)C3
    -14.6	0.0	-5.8	1.2	-3.2	-2.2	0.96	-8.7	-2.2
> Cc1ccc(CONC(=O)c2ccc(OC(F)F)cc2)cc1
    9.6	10.2	-19.2	1.3	3.3	15.0	-0.547	-14.6	0.2
> Cc1cccc(OCC(O)CN2CCN(C3CCCCC3)CC2)c1 (stereo unspecified)
    -7.2	-0.5	-24.2	1.7	5.5[fluorescence artefact?]	14.2	0.282	-6.7	-0.3
> COc1ccccc1NCC(O)COc1ccc(C(C)(C)C)cc1 (stereo unspecified)
    21.3	72.6	-17.1	1.8	2.0	4.2	-0.395	0.7	0.6

# Values run as follows: Calpain2 inh	L929 necroptosis	EBV gp42 inh	TNF death inh	eIF4E 4G PPI	Rad51 HR inh	KCC2 mod	MDM2 E3 inh	PERK inh
> COC(=O)CNC(=O)CN1C(=O)N(c2ccccc2)C(N(O)C(=O)Nc2ccccc2)C1(C)C (stereo unspecified)
    17.0	0.3	-6.3	-0.5	3.9	8.7	0.807	-4.2	0.6
> NC1=NS(=O)(=O)NC1c1cccc(Cl)c1 (stereo unspecified)
    -11.8	-0.3	-19.8	-1.2	2.6	-0.3	0.0698	-5.8	0.9
> COc1ccc(NC(=O)c2ccc(-n3nc(C)c[n+]3[O-])cc2)cc1
    9.5	0.8	-6.5	1.5	-6.6	3.8	0.291	-17.9	0.9
> CN(c1cccc(NC(=O)Nc2cccc(Cl)c2)c1)S(C)(=O)=O
    20.9	31.6	-4.7	-2.7	0.7	-0.6	-0.596	-12.5	0.0
> COCCSc1ccccc1C(=O)N1CCN(Cc2ccc3c(c2)OCO3)CC1
    2.7	-0.7	-4.0	0.2	3.9	6.4	0.846	-22.4	-0.4
> CCOC(=O)Nc1ccc(S(=O)(=O)Nn2cnnc2)cc1
    11.8	0.2	-17.1	1.2	-0.2	5.4	0.999	-5.4	0.3
> O=C(NC1CCCCC1)c1ccc(CNc2nc(=S)[nH]c3ccccc23)cc1
    -7.3	0.0	-33.6	1.8	3.0	25.1	0.674	-14.4	0.7
> O=C1NC(=O)/C(=C\c2ccc(Oc3cnccn3)cc2)S1
    11.4	22.3	-9.7	0.1	2.2	-0.4	-0.599	-14.7	1.9
> Cc1cccc(Nc2nc(N)nc(CN3CCN(Cc4ccc5c(c4)OCO5)CC3)n2)c1
    -19.9	-0.2	6.4	-2.0	4.3[fluorescence artefact?]	4.9	0.0707	-15.9	-0.8
> COc1cccc(NC(=O)Cn2c(CCC(=O)O)ccc2-c2ccc(C)cc2)c1
    -20.8	0.4	-1.5	1.2	2.1	·	-0.459	·	1.0
> CC(Oc1cc(Cl)ccc1Cl)C(=O)N/N=C\c1ccnn1C (stereo unspecified)
    20.1	·	-4.6	0.9	2.7	4.3	-0.893	-16.5	-0.3
> COc1ccccc1N(CC(=O)NCc1ccc(F)cc1)C(=O)CCC(=O)Nc1ccccn1
    15.4	5.7	-46.3	1.5	-0.2	-7.5	-1.11	5.7	-0.4
> Cc1[nH]c2ccccc2c1/C=C(\C#N)C(=O)NCC1CCCO1 (stereo unspecified)
    23.1	54.7	-15.2	0.2	-3.6	-3.5	-1.52	-7.7	-1.1
> O=C(Nc1ccccc1-c1ccccc1NC(=O)c1ccco1)c1ccco1
    -12.6	-0.1	-9.8	-2.6	4.4[fluorescence artefact?]	2.7	-0.00867	5.9	-0.5
> O=C(COC(=O)Cn1cnc2ccccc21)NCCCc1ccccc1
    10.6	0.3	-5.5	-0.2	0.9	-23.0	0.323	-3.7	-0.5

# Random excerpt: 2 records from the list
# Values run as follows: Calpain2 inh	L929 necroptosis	EBV gp42 inh	TNF death inh	eIF4E 4G PPI	Rad51 HR inh	KCC2 mod	MDM2 E3 inh	PERK inh
> Nc1cccc2c1C(=O)N(C(=O)c1ccco1)C2=O
    -328.2	1.4	8.1	-1.1	0.1	1.4	-0.881	-8.2	0.6
> COCCSc1ccccc1C(=O)N1CCN(Cc2ccc3c(c2)OCO3)CC1
    2.7	-0.7	-4.0	0.2	3.9	6.4	0.846	-22.4	-0.4

# Following part.
# Values run as follows: Calpain2 inh	L929 necroptosis	EBV gp42 inh	TNF death inh	eIF4E 4G PPI	Rad51 HR inh	KCC2 mod	MDM2 E3 inh	PERK inh
> COc1ccc(-c2ccc(S(=O)(=O)N3CCCC3)cc2)cc1
    26.0	-0.1	13.6	1.9	2.9	25.1	-0.68	-14.5	0.8
> CC(=O)N1CCN(CCN=CC2=C(O)CC(c3cccs3)CC2=O)CC1 (stereo unspecified)
    -0.5	-0.2	-6.4	-3.0	-4.0	-1.4	-1.11	-5.5	1.2
> O=C(N=Nc1c(O)n(C2OC(=O)c3ccccc32)c2ccccc12)c1ccco1 (stereo unspecified)
    -10.5	0.7	6.1	-1.7	7.0	-9.0	1.07	10.7	0.7
> C=C(C)C(=O)Nc1cccc(C2=NOC3(C2)C[C@@H](C(N)=O)N(C(=O)CC(c2ccccc2)c2ccccc2)C3)c1 (stereo partly specified)
    -45.6	0.6	5.7	4.8	2.0	-9.0	-0.0927	-2.7	·
> Cn1c(COc2ccc(Cl)cc2)nc2ccccc2c1=O
    -47.6	0.0	17.4	-4.9	29.1	0.0	-0.00955	-30.2	-1.3
> CCC(C)(C)NC(=O)CN(C(=O)CCC(=O)Nc1cc(C)ccn1)c1ccc2c(c1)OCO2
    -10.6	0.4	-1.1	-6.7	3.3	-7.2	-0.418	-17.0	0.0
> CN(CCCNC(=O)c1ccc(/C=N/O)nc1)CCCN(C)Cc1ccccc1
    10.0	-0.2	-15.4	-1.2	-1.5	-4.3	0.587	5.8	0.5
> CSc1ccc(/C=N/NC(=O)CN2CCN(Cc3ccccc3Cl)CC2)cc1
    -6.8	2.3	-0.6	2.2	-5.0[fluorescence artefact?]	1.1	-0.0148	-13.6	0.0
> Cn1cnnc1SCC(=O)NCCC(c1ccccc1)c1ccccc1
    -4.0	-0.2	-12.3	-1.1	1.9	-15.4	·	-21.5	-0.6
> O=C(CCn1c(=S)oc2ccccc21)Nc1ccc2c(c1)OCCO2
    13.3	2.0	-18.8	1.7	-2.2	·	-0.125	-0.6	0.4
> Cc1c(NC(=O)C(C)OC(=O)c2ccc(Br)o2)c(=O)n(-c2ccccc2)n1C (stereo unspecified)
    -15.0	2.0	-9.8	0.8	0.3	-7.9	-0.178	10.9	1.1
> Cc1cc(C(=O)NCCCN2CC(C)CC(C)C2)n(-c2ccccc2)n1 (stereo unspecified)
    -5.2	1.1	3.1	2.5	-1.2	-1.0	·	-21.1	0.2
> CCOC(=O)CCCc1c[nH]c2ccccc12
    8.6	-0.5	-7.8	-1.1	-6.1	·	·	-2.9	0.0
> Cc1nc2n(c(=O)c1CCN1CCC(c3noc4cc(F)ccc34)CC1)CCCC2
    23.2	·	-3.6	·	0.4	9.1	0.609	·	0.1
> COc1ccc(OC)c(-n2c(-c3cccc(O)c3)n[nH]c2=S)c1
    -24.5	-0.1	-20.7	-1.8	-0.1	1.4	0.78	3.8	0.5

# Values run as follows: Calpain2 inh	L929 necroptosis	EBV gp42 inh	TNF death inh	eIF4E 4G PPI	Rad51 HR inh	KCC2 mod	MDM2 E3 inh	PERK inh
> CN(C)C(=O)N1CCCC(C(=O)NCc2ccccc2)C1 (stereo unspecified)
    -34.4	0.1	-8.8	-2.0	2.2[fluorescence artefact?]	0.1	0.00687	8.4	0.2
> O=C(O)c1ccc(/C=N/Nc2ccc(F)cc2F)cc1
    -10.3	0.0	-4.9	0.2	-2.8	-27.6	-0.768	-7.2	1.6
> C=CCN=C(NC#N)SCC(=O)NC(C)(C)C
    -4.4	1.0	-24.9	-2.1	-10.1	9.4	-0.568	-17.4	0.5
> CCCCCc1n[nH]c2c1CCCC2
    -7.7	0.7	-3.4	1.9	-4.3	-1.7	0.0148	0.4	0.1
> Cc1ccc(C2=C(CC(=O)O)C(=O)CC2)cc1
    -2.2	1.2	-9.6	2.4	-5.5[fluorescence artefact?]	-6.4	0.827	6.5	1.1
> Cc1cc(C)nc(SCC(=O)NC2=NC(=O)C(C)S2)n1 (stereo unspecified)
    5.1	-0.2	-13.8	0.8	8.6	-1.0	-0.0138	1.2	0.5
> COc1ccc(-c2csc(NC(=S)NC(=O)/C=C/c3ccco3)n2)cc1Br
    -25.0	-2.2	-13.1	-16.9	10.7	-3.6	·	-0.8	1.6
> N#Cc1c(-c2ccccc2)nc2n(-c3ccccc3)nc(C(=O)Nc3ccccc3)n2c1=O
    -92.7	0.9	-2.2	-3.3	-1.2	-4.8	-1.31	15.2	0.1
> CCCCCn1c(Br)nc2c1c(=O)n(CC(N)=O)c(=O)n2C
    -15.8	-0.1	-21.1	-4.3	-5.8	5.0	0.206	-2.3	-0.5
> N#Cc1ccccc1NC1=CC(=O)CCC1
    18.7	2.3	8.4	1.4	7.0	17.5	-0.18	-12.3	0.6
> O=C(O)CC1NCCc2ccccc21 (stereo unspecified)
    11.9	0.1	-5.5	1.8	2.8	·	-0.22	-2.1	-0.2
> O=C(c1ccco1)N1CCN(c2nc(C3CC3)nc3sc4c(c23)CCCC4)CC1
    -32.8	-0.2	-0.3	-0.3	1.4	6.7	-3	0.9	-1.9
> Cc1oc(/N=C/c2ccc(Cl)cc2Cl)c(C#N)c1C
    3.4	-0.1	-2.7	-0.6	3.7	-2.6	1.41	-14.3	0.4
> Cc1nc(N2CCc3ccccc3C2)[nH]c(=O)c1Cc1ccccc1
    -18.2	12.8	-13.2	1.7	1.4	-1.9	0.364	2.0	1.6
